# Compound activity deposited in PubChem by National Center for Advancing Translational Sciences (NCATS).
# TGFb SMAD3 inh = qHTS for Inhibitors of TGF-b; HepG2 CAGA-GFP TGF-b/SMAD3 reporter, GFP fluorescence, 18 h; TGF-beta stimulated, 500 pg/mL final; hit rate 1.2% among 410,000; Potency, µM (doses to about 46.1 µM), without a hit: at the top dose activity, negative = inhibition, usual class: inhibitors; also: potency is read from the fitted curve at half-maximal effect; % is scaled to controls: 0 for no effect and ±100 for the full control effect; nearly all actives have a fitted effect of over 65% in size
#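 Inhibition was scored as loss of TGF-beta-induced (500 pg/mL final, 18 hours, 37 degrees C) GFP in HEPG2 cells carrying a CAGA-GFP reporter, in DMEM with 1% FBS. Well GFP was summed per cell; Activity was normalised to unstimulated and stimulated DMSO wells, then concentration-response fitting.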
# ATXN2 expr inh = Primary qHTS for Inhibitors of ATXN expression. HEK-293 ATXN2-luciferase reporter, luminescence, 24 h. hit rate 0.72% among 360,000. Potency, µM (series often up to 57 µM), for inactives: at the top dose activity change, negative = inhibition, hits mostly inhibitors; also: potency is read from the fitted curve at half-maximal effect; % is scaled to controls: 0 for no effect and ±100 for the full control effect; nearly all actives have a fitted effect of over 55% in size
#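 ATXN2-luciferase reporter cells (luciferase flanked by upstream and downstream ATXN2 gene portions) were treated 24 h at 37 °C with compounds at up to 57 uM. SteadyGlo luminescence gave expression; GF-AFC fluorescence gave viability.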
# Nrf2 ARE act = qHTS of Nrf2 Activators. AREc32 ARE-luciferase reporter (MCF7-derived line), luminescence, 24 h. Potency, µM (titrated, usually from 46.1 µM), inactives show top-dose activation, hits mostly activators. hit rate 0.31% among 410,000. AID 624171, 2012; also: potency is read from the fitted curve at half-maximal effect; % of control where 0% means no effect; nearly all actives have a fitted effect of over 65% in size
#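 AREc32 cells carrying an ARE-driven firefly luciferase reporter were seeded at 1000 cells/well in OPTI-MEM with 5% FBS, then exposed to compound for 24 hr at 37 deg C. Luminescence was read with Steady-Glo after 30 min at RT.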
# Nrf2 block = Nrf2 qHTS screen for inhibitors. A549 ARE-Fluc reporter, luciferase luminescence, 18-24 h. Potency, µM (top dose mostly 46 µM), inactives show at the top dose activity change, negative = inhibition, usual class: inhibitors. hit rate 2.1% among 360,000; also: potency is read from the fitted curve at half-maximal effect; % is scaled to controls: 0 for no effect and ±100 for the full control effect; nearly all actives have a fitted effect of over 60% in size
#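 Quantitative HTS in A549 cells stably bearing an antioxidant response element-firefly luciferase construct. Inhibition of Nrf2-driven transcription was scored by luminescence after 18-24 h of compound exposure at 37 °C.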
# MCF10A rereplic = A quantitative high throughput screen for small molecules that induce DNA re-replication in MCF 10a normal breast cells. MCF 10A DNA re-replication, Hoechst nuclear intensity, 48 h. Potency, µM (top dose mostly 46.1 µM), inactives show at the highest dose activity, positive = re-replication, actives largely listed as activators. hit rate 2.9% among 350,000. AID 624296, 2012; also: potency is read from the fitted curve at half-maximal effect; % of control where 0% means no effect; nearly all actives have a fitted effect of over 50% in size
# IL1B secr inh = qHTS for Inhibitors of Inflammasome Signaling: IL-1-beta AlphaLISA Primary Screen; hit rate 4.7% among 360,000; activity change, % at 57.5 µM; AID 743279, 2014; THP-1 LPS/ATP IL-1B secretion, AlphaLISA, 16 h; active compounds read low; in the data active = activity change below about -50%; inconclusive = mostly about -30% to -49%; also: % is scaled to controls: 0 for no effect and ±100 for the full control effect
#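 Secreted IL-1B measured by AlphaLISA bead assay after 16 h compound exposure of THP-1 cells; compounds (final up to 57.5 uM) added 1 h before LPS (250 ng/mL) and ATP (1.25 mM) stimulation; lower signal means less secretion.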
# A549 tox = Nrf2 qHTS screen for inhibitors: counterscreen for cytotoxicity; AID 504648, 2011; A549 ARE-Fluc cells, CellTiter-Fluor viability, 18-24 h; hit rate 0.16% among 390,000; Potency, µM (doses to about 46 µM), for the others: at the top dose activity change, negative = cytotoxicity, usual class: inhibitors; also: potency is read from the fitted curve at half-maximal effect; % is scaled to controls: 0 for no effect and ±100 for the full control effect
#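 A549 ARE-Fluc cells in 5% FBS OPTI-MEM, 5000 cells/well, rested 2 h then exposed to compounds in concentration-response for 18-24 h at 37 °C. Viability by CellTiter-Fluor fluorescence (Ex 405/Em 525) after 30 min; luciferase luminescence (BugLite, 15 min, RT) read afterwards.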
# HepG2 viability = qHTS for Inhibitors of TGF-b: Cytotox Counterscreen; Potency, µM (series often up to 46.1 µM), for the others: top-dose activity change, negative = cytotoxicity, most hits filed as cytotoxic; AID 588856, 2011; hit rate 0.76% among 410,000; HepG2 CAGA-GFP viability, ATP luminescence, 18 h; also: potency is read from the fitted curve at half-maximal effect; some results filed as inactive show a strong effect at the top dose
#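 CellTiter-Glo luminescence gave cytotoxicity after 18 hours at 37 degrees C. The cells were HepG2 CAGA-GFP in 1% FBS DMEM, stimulated with 500 pg/mL TGF-beta after compound addition. %Activity was normalised to no-cell wells (complete cell-killing) and DMSO (no toxicity), and curves were fitted and classified.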
# ATXN viability = Viability Counterscreen for Primary qHTS for Inhibitors of ATXN expression. S2 cells (HEK-293 line with an ATXN2-luciferase reporter) viability, CellTiter-Fluor protease fluorescence, 24 h. Potency, µM (series often up to 56.7 µM), most hits filed as cytotoxic. hit rate 0.49% among 400,000; also: potency is read from the fitted curve at half-maximal effect; nearly all actives have a fitted effect of over 40% in size
# * hit, by the source's call; i = inactive; ? = inconclusive; . = no result given; [ ] = remark or other dose. Unless noted, calls follow the shape of the dose curve; as a rule, active = well fitted curve in the direction sought with a large enough effect; inconclusive = small, poorly fitted or top-dose-only effect, or another doubt; inactive = no such curve, though single readings can be large; an effect the other way counts as inactive or inconclusive.
[1] CCOc1cc(C(=O)OCC(=O)c2cc(C)n(CC3CCCO3)c2C)ccc1OCC(=O)N1CCOCC1 (stereo not given)
[2] COc1ccc(CCN(C)C(=O)CSc2ncnc3sccc23)cc1OC
[3] CCOC(=O)Nc1cccc2c1-c1ccc([N+](=O)[O-])cc1C2=O
[4] COCCNc1ncnc2c1ncn2[C@H]1CN(CCc2ccccc2)C[C@@H](CO)O1
[5] COC(=O)c1c(NC(=O)c2cc3ccccc3c(=O)o2)sc2c1CCCC2
[6] CCCc1ccc2oc(C(=O)N(Cc3nccn3C)C(C)C)c(C)c2c1
[7] Cc1ccccc1NS(=O)(=O)c1ccc2[nH]cc(C(=O)N3CCCCC3)c(=O)c2c1
[8] O=c1cc(-c2ccccc2F)nc(-c2ccccc2F)o1

Screen / compound no.	1	2	3	4	5	6	7	8
TGFb SMAD3 inh	2%	7%	1%	35%	5%	?	-3%	-1%
ATXN2 expr inh	.	1%	-1%	15%	6%	.	.	4%
Nrf2 ARE act	3.0%	2.9%	0.2%	0.5%	13µM*	-0.3%	0.2%	-1.4%
Nrf2 block	1%	?	10%	.	13%	17%	.	8%
MCF10A rereplic	-1%	4%	7%	.	.	-3%	.	-2%
IL1B secr inh	1	19	0	27	.	-7	.	0
A549 tox	17%	0%	-14%	.	-4%	0%	1%	5%
HepG2 viability	-12%	0%	11%	15%	-13%	6%	-9%	0%
ATXN viability	i	i	i	i	i	i	.	i

# Look-ups from the list:
# COc1ccc(CCN(C)C(=O)CSc2ncnc3sccc23)cc1OC in IL1B secr inh shows 19
# CCCc1ccc2oc(C(=O)N(Cc3nccn3C)C(C)C)c(C)c2c1 in Nrf2 ARE act shows -0.3%

# New compounds follow
[9] CCN(CC)S(=O)(=O)c1cccc2c(N(C)C)cccc12
[10] CC(CCc1ccccc1)NC(=O)COC(=O)c1ccccc1O (stereo not given)
[11] O=C(N[C@@H](Cc1ccc(O)cc1)C(=O)O)C(c1ccccc1)c1ccccc1
[12] CN(C)c1ccc(C(=O)N2CCNC(=O)C2CC(=O)Nc2ccc(F)cc2)cc1 (stereo not given)
[13] Cc1nn(C(C)C(=O)NCc2ccccc2F)c(=O)c2nn(-c3ccccc3)c(C)c12 (stereo not given)
[14] COc1ccc(-c2noc(CCCC(=O)NC3CCCC3)n2)cc1OC
[15] O=C(NCc1ccccc1)C(c1ccco1)N(C(=O)c1csnn1)c1ccccc1 (stereo not given)
[16] Cc1cc(=S)cc(C)n1CCCO

Screen / compound no.	9	10	11	12	13	14	15	16
TGFb SMAD3 inh	-20%	0%	-10%	-7%	-16%	-7%	-3%	-7%
ATXN2 expr inh	-5%	.	8%	-16%	-4%	-33%	3%	.
Nrf2 ARE act	-0.9%	4.6%	0.2%	-0.3%	-0.5%	-0.7%	-0.5%	-0.4%
Nrf2 block	-17%	-5%	-7%	14%	2%	3%	-17%	-19%
MCF10A rereplic	-8%	15%	-4%	6%	-1%	0%	-26%	-2%
IL1B secr inh	28	13	38	0	15	16	0	0
A549 tox	1%	-3%	-2%	8%	0%	8%	-3%	?
HepG2 viability	-3%	-3%	-2%	20%	-1%	1%	-151%	-3%
ATXN viability	i	i	i	i	i	i	i	.

# Quoted from above: entries 9–16
[9] CCN(CC)S(=O)(=O)c1cccc2c(N(C)C)cccc12
[10] CC(CCc1ccccc1)NC(=O)COC(=O)c1ccccc1O (stereo not given)
[11] O=C(N[C@@H](Cc1ccc(O)cc1)C(=O)O)C(c1ccccc1)c1ccccc1
[12] CN(C)c1ccc(C(=O)N2CCNC(=O)C2CC(=O)Nc2ccc(F)cc2)cc1 (stereo not given)
[13] Cc1nn(C(C)C(=O)NCc2ccccc2F)c(=O)c2nn(-c3ccccc3)c(C)c12 (stereo not given)
[14] COc1ccc(-c2noc(CCCC(=O)NC3CCCC3)n2)cc1OC
[15] O=C(NCc1ccccc1)C(c1ccco1)N(C(=O)c1csnn1)c1ccccc1 (stereo not given)
[16] Cc1cc(=S)cc(C)n1CCCO

Screen / compound no.	9	10	11	12	13	14	15	16
TGFb SMAD3 inh	-20%	0%	-10%	-7%	-16%	-7%	-3%	-7%
ATXN2 expr inh	-5%	.	8%	-16%	-4%	-33%	3%	.
Nrf2 ARE act	-0.9%	4.6%	0.2%	-0.3%	-0.5%	-0.7%	-0.5%	-0.4%
Nrf2 block	-17%	-5%	-7%	14%	2%	3%	-17%	-19%
MCF10A rereplic	-8%	15%	-4%	6%	-1%	0%	-26%	-2%
IL1B secr inh	28	13	38	0	15	16	0	0
A549 tox	1%	-3%	-2%	8%	0%	8%	-3%	?
HepG2 viability	-3%	-3%	-2%	20%	-1%	1%	-151%	-3%
ATXN viability	i	i	i	i	i	i	i	.

# The list goes on.
[17] CCCCN1C(=O)C(CC(=O)NCc2ccco2)CC(C(=O)N(CC)CC)=C1C (stereo not given)
[18] O=C(Nc1nccs1)c1csc2c1CCCC2
[19] O=[N+]([O-])c1ccc(S(=O)(=O)N2CCN(c3ccccn3)CC2)cc1
[20] CCc1ccc(N2CCn3c2nc2c3c(=O)n(CCc3ccccc3)c(=O)n2C)cc1
[21] COc1cccc(/C=N/NC(=O)c2c(-c3ccccc3)noc2C)c1
[22] O=C(NCc1ccc2c(c1)OCO2)C(=O)NCC1CCCO1 (stereo not given)
[23] CCOc1ccc(CNS(=O)(=O)c2c(C(=O)N3CCCCCC3)c(C)n(C)c2C)cc1OC
[24] Cc1cccc(-n2c(SCC(=O)Nc3cccc(S(=O)(=O)NC4=NCCCCC4)c3)nc3ccccc3c2=O)c1C

Screen / compound no.	17	18	19	20	21	22	23	24
TGFb SMAD3 inh	13%	-3%	-2%	-11%	-2%	-5%	8%	?
ATXN2 expr inh	8%	58%[activator]	.	.	-11%	43%[activator]	5%	-4%
Nrf2 ARE act	-0.3%	17%	-0.3%	0.2%	-0.2%	0.5%	0.3%	0.4%
Nrf2 block	.	3%	.	?	2%	4%	25%	?
MCF10A rereplic	.	17%	.	.	6%	7%	.	9%
IL1B secr inh	5	-22	-25	.	-22	0	.	-15
A549 tox	.	-9%	.	19%	5%	-3%	-2%	?
HepG2 viability	7%	1%	2%	-6%	-14%	5%	-1%	-16%
ATXN viability	i	i	i	.	i	i	i	?

[25] COc1ccc(CC(=O)NCCc2ccc(Cl)cc2Cl)cc1
[26] COc1ccc(CN2CCCC(CNC(=O)c3ccc(F)cc3)C2)cc1OC (stereo not given)
[27] Cc1ccc(C2=NS(=O)(=O)N(C)C(C(=O)NCc3ccco3)=C2)cc1
[28] CCOc1ccc2nc(NCCCNS(=O)(=O)c3ccccc3)c(C#N)cc2c1
[29] Cc1cc(C(=O)CN2C(=O)NC3(CCCc4ccccc43)C2=O)c(C)n1Cc1cccs1 (stereo not given)
[30] CC(C)c1ccc2oc(=O)cc(CN3CCOCC3)c2c1
[31] CCN(Cc1ccccc1)S(=O)(=O)c1c(C)n(C)c(=O)n(C)c1=O
[32] O=C(COC(=O)c1cc([N+](=O)[O-])ccc1N1CCOCC1)c1ccccc1

Screen / compound no.	25	26	27	28	29	30	31	32
TGFb SMAD3 inh	8%	5%	-4%	-18%	1%	10%	-2%	1%
ATXN2 expr inh	-2%	-4%	1%	-6%	42%[activator]	.	-4%	-3%
Nrf2 ARE act	-0.5%	2.6%	4.6%	2.1%	3.6%	0.1%	-0.4%	2.1%
Nrf2 block	10%	-4%	3%	?	-25%	2%	16%	3%
MCF10A rereplic	14%	10%	-1%	2.9µM*	5%	?	-3%	0%
IL1B secr inh	26	-4	-2	0	?	-11	13	-7
A549 tox	7%	10%	5%	?	-20%	-5%	-13%	-15%
HepG2 viability	-3%	-8%	0%	-1%	-4%	-12%	6%	-17%
ATXN viability	i	i	i	.	i	i	i	i

[33] CCOc1ncccc1C(=O)N(CCC(C)C)c1c(N)n(Cc2ccccc2)c(=O)[nH]c1=O
[34] O=C(/C=C/c1cccc(Br)c1)c1ccc2c(c1)OCO2
[35] O=S(=O)(Cc1nc2ccccc2s1)c1ccccc1
[36] CC(C)(C)OC(=O)NCc1ccc(CNC(=O)c2[nH]cnc2C(=O)N[C@@H](Cc2ccccc2)C(=O)OCc2ccccc2)cc1
[37] COc1ccc(NC(=O)c2sc3nc(-c4cc5ccc(OC)cc5oc4=O)[nH]c(=O)c3c2C)cc1
[38] COCCC(=O)N1CCC(Oc2ccc(C(=O)N3CCCCCCC3)cc2)CC1
[39] CCC(=O)N1CCc2cc(S(=O)(=O)N(C)c3ccc(OC)cc3OC)ccc21
[40] COc1ccc2c(C)c(CC(=O)NCc3ccccc3Cl)c(=O)oc2c1OC
[41] Cc1nc2ccccc2nc1N/N=C/c1ccc(O)cc1O

Screen / compound no.	33	34	35	36	37	38	39	40	41
TGFb SMAD3 inh	-2%	?	6%	?	45%[activator]	1%	6%	-12%	-9%
ATXN2 expr inh	5%	-2%	66%[activator]	-8%	.	3%	-5%	-1%	?
Nrf2 ARE act	1.5%	?	2.3%	-0.9%	0.5%	-0.1%	-0.4%	-0.7%	-0.3%
Nrf2 block	26%	10%	.	-1%	44%	?	-5%	-9%	-8%
MCF10A rereplic	?	?	0%	30%	.	-1%	10%	.	?
IL1B secr inh	-8	-104*	33	4	.	44	-4	.	144
A549 tox	6%	-1%	2%	9%	0%	4%	1%	1%	-18%
HepG2 viability	1%	-87%	4%	5%	13%	-13%	-6%	-13%	-20%
ATXN viability	i	?	?	i	.	i	i	i	?
